Source: PubChem
SMARCA2 act – SMARCA2 (BRM) function activators, primary screen, cell-based, luminescence, high throughput. MG213 cells, MMTV-luciferase reporter, dexamethasone, overnight. activation, % at 9.1 µM. 370,000 tested, 1% active; in the data active means activation above about 7.8%;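 further: 0% = vehicle wells and 100% = reference activator wells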
FXN GAA850 act – FXN promoter activators, primary screen, cell-based, luciferase luminescence, HEK293 lucGAA850; HEK293 lucGAA850 FXN promoter luciferase reporter, 24 h; percent of 10 µM SAHA response; activation, % at 6 µM; 360,000 tested, 0.56% active;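 active means activation above the average of all compounds screened plus 3 SD, cutoff fixed separately per campaign, cut at about 7.5% in these data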;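 further: 0% = DMSO wells and 100% = 10 µM SAHA wells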
ssDAF12 agonist – S. stercoralis DAF-12 nuclear receptor activators, primary screen, cell-based, luminescence, HEK293, GRIP1 co-expression, lit1-tk-luc. Nuclear hormone receptor DAF-12 (Strongyloides stercoralis). HEK293 ssDAF-12/GRIP1 lit1-tk-luc reporter; % of 3 µM dafachronic acid response. activation, % at 6.8 µM. 370,000 tested, 1% active. AID 652126, 2013;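 active means activation above the mean over all tested compounds plus 3 SD, cut at about 0.9% in these data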;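 further: 0% = DMSO-only wells and 100% = 3 µM delta7-dafachronic acid wells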
Rev-erbA mod – modulators of Rev-erb alpha DNA binding, primary screen, biochemical, FITC-DNA, fluorescence polarization, uHTS | activity, % at 10 µM | AID 1259318, 2017 | Rev-erbα–FITC-DNA binding, 90 min | 370,000 tested, 0.79% active;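 active means activity above about 14%, limit read from the data; passing the limit was not always enough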;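 further: 0% = DMSO wells with 35 nM protein and 100% = DMSO wells with 750 nM protein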
PLC-beta3 inh – human PLC-beta3 inhibitors, primary screen, biochemical, fluorescence; 1-phosphatidylinositol 4,5-bisphosphate phosphodiesterase beta-3 (Homo sapiens), Q01970; Purified PLC-beta3, fluorogenic substrate; inhibition, % at 12.2 µM; 370,000 tested, 0.18% active; in the data active means inhibition above about 11%;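 further: 0% = median of compound wells on plate and 100% = full blocker control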
HGIII-sPLA2 inh – human group III sPLA2 inhibitors, primary screen, biochemical, QFRET, BODIPY PC-A2 liposome substrate; Group 3 secretory phospholipase A2 (Homo sapiens), Q9NZ20; QFRET BODIPY PC-A2 liposome hydrolysis, fluorescence; inhibition, % at 12.2 µM; 370,000 tested, 0.56% active;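 active means inhibition above mean plus 3 SD of compounds lying within the high and low control bounds, cut at about 19% in these data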;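 further: 0% = median of test compound wells and 100% = no enzyme DMSO wells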
Target sequence (Q9NZ20 whole entry, looked up): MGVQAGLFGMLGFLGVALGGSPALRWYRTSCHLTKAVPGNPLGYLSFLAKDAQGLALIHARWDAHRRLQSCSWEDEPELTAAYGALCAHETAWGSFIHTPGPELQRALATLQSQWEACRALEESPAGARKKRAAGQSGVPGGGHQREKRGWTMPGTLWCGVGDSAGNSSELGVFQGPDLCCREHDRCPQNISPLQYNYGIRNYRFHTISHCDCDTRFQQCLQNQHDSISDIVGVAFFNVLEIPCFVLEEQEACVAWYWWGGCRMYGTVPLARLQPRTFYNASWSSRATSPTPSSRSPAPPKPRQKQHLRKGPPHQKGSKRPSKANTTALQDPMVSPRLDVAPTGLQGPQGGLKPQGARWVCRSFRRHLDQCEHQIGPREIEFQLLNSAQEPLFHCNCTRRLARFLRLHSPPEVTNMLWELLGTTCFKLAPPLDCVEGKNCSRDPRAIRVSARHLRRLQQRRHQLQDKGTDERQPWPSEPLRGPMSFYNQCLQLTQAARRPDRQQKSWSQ
DAX1 inh-1 – DAX1 (NR0B1) inhibitors on StAR promoter, primary screen, cell-based, luminescence, SF-1 (NR5A1), full-length DAX-1; HEK293T StAR-luciferase reporter, SF-1/DAX-1 repression relief; inhibition, % at 6.8 µM; 370,000 tested, 1.1% active; AID 652010, 2013;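 active means inhibition above the mean over all tested compounds plus 3 SD, cut at about 3.6% in these data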;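 further: 0% = DAX-1 cells with DMSO and 100% = cells lacking DAX-1 with DMSO; higher inhibition means more luminescence from relief of DAX-1 repression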
PG9 binder – binders of HIV-1 gp120 antibody PG9, primary screen, biochemical, TR-FRET; HIV-1 gp120 / PG9 antibody interaction; TR-FRET gp120-PG9 antibody binding; inhibition, % at 6.7 µM; 360,000 tested, 0.43% active; AID 624416, 2012; in the data active means inhibition above about 8.5%
hcDAF-12 act – H. contortus DAF-12 nuclear receptor activators, primary screen, cell-based, luminescence, HEK293, lit1-tk-luc reporter. HEK293 hcDAF-12 lit1-tk-luc reporter; 0% DMSO, 100% Δ7-dafachronic acid. activation, % at 6.8 µM. 370,000 tested, 1.4% active. AID 652067, 2013;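 active means activation above the mean of all tested compounds plus 3 SD, cut at about 5.5% in these data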;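 further: 100% = response to 3 µM Δ7-dafachronic acid high control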
hgDAF12 agonist – H. glycines DAF-12 receptor agonists, primary screen, cell-based, luminescence, HEK293, GAL4 fusion, UAS-luciferase | HEK293 GAL4-hgDAF12 UAS-luciferase reporter, agonist luminescence; normalized to butyrate control | Nuclear hormone receptor DAF-12 (Heterodera glycines), GAL4 fusion | 370,000 tested, 1.8% active | activation, % at 6.8 µM;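 active means activation above a cutoff set at the mean of all screened compounds plus 3 SD, cut at about 10% in these data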;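 further: 0% = DMSO wells and 100% = sodium butyrate wells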
DAX1 inh-2 – DAX1 (NR0B1) inhibitors, primary screen, cell-based, HEK293, Gal4-DAX1, luciferase luminescence; HEK293 Gal4-DAX1 luciferase reporter; AID 504766, 2011; inhibition, % at 6.75 µM; 340,000 tested, 0.99% active; Nuclear receptor subfamily 0 group B member 1 (Homo sapiens), P51843;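 active means inhibition above the mean over all tested compounds plus 3 SD, cut at about 4.2% in these data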;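 further: 0% = DAX1-transfected cells with DMSO and 100% = empty-vector control cells with DMSO; inhibition shows as a rise in luminescence from relieved DAX1 repression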
Target sequence (P51843 207-470 limits assumed): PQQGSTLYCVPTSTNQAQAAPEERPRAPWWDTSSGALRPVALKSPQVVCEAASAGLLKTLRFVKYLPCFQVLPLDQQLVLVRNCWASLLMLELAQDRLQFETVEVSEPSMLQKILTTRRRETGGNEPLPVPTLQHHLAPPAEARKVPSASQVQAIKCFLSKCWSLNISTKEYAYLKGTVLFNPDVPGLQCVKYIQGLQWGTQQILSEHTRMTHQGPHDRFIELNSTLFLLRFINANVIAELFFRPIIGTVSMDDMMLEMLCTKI
Starred values were filed as active, the others as inactive; · = not tested or not shown.

SMILES	SMARCA2 act	FXN GAA850 act	ssDAF12 agonist	Rev-erbA mod	PLC-beta3 inh	HGIII-sPLA2 inh	DAX1 inh-1	PG9 binder	hcDAF-12 act	hgDAF12 agonist	DAX1 inh-2
COC(=O)c1cc(S(=O)(=O)N2CCN(c3cccc(C(F)(F)F)c3)CC2)cn1C	0	·	-1.6	2	-1	-13	-1.2	·	-2.2	1.2	·
N#Cc1ccc(OCCN2CCc3ccccc3C2)cc1	0	0.5	-0.1	4	-5	-5	0.5	0.0	-0.8	-0.5	-1.1
Cn1c(C=O)c(-c2ccc3c(c2)OCCO3)c2ccccc21	1	2.1	-1.6	0	-184	0	-0.2	1.0	0.2	3.9	0.4
Cc1cccc(OCCCC(=O)Nc2ccc(S(=O)(=O)N3CCCC3)cc2)c1	-5	0.8	-1.3	4	-4	-23	-0.9	-0.1	-2.3	-1.8	-1.3
OC(COc1ccc(F)cc1)CN1CCN(c2ccccc2F)CC1 (stereo not drawn)	-2	3.1	-0.8	0	2	-6	0.0	-1.1	0.3	1.6	-0.3
CCCc1cc(C(=O)Nc2cccnc2)no1	3	1.7	0.6	2	2	0	0.6	-1.7	3.9	5.8	1.6
OC(COc1ccccc1)CN1CCN(Cc2ccc3c(c2)OCO3)CC1 (stereo not drawn)	0	2.7	-0.6	3	3	5	0.4	-2.3	-1.8	0.2	-0.5
CC(=O)NCCc1ccc(S(=O)(=O)N2CCOCC2)cc1	0	1.5	-1.3	1	-1	0	0.0	1.2	0.8	-0.1	0.2
O=S(=O)(Nc1cccc2ncccc12)c1cccc(C(F)(F)F)c1	-2	0.7	-1.4	0	-26	-11	-0.8	-1.1	-1.3	-1.6	0.0
CCOC(=O)CNC(=O)CSc1cc(C)nc2ccc(OC)cc12	-4	-1.1	-1.5	3	-5	4	0.1	-1.6	-2.0	-0.9	-1.1
COc1ccc(S(=O)(=O)N2CCSC2c2ccc(OC)c(OC)c2)cc1 (stereo not drawn)	-6	0.9	-1.4	-2	0	-7	-1.3	0.2	-2.6	-1.3	1.1
CC1CCCN(CCCNC(=O)c2cc3c(Cl)nc4ccccc4c3s2)C1 (stereo not drawn)	15*	4.4	-0.7	1	1	-10	1.1	0.2	0.0	2.4	0.2
O=C(Nc1ccc2cccnc2c1)c1ccc(Br)cc1	1	1.8	0.1	-3	-9	9	0.2	2.1	8.6*	7.3	2.5
Cc1cc(Cl)ccc1NC(=O)Nc1c(C)n(-c2ccccc2)c(=O)n1C	-3	-0.9	-0.2	-4	4	15	1.1	-0.7	-1.1	2.9	-1.6
CC1(C)CNC(=O)c2sc(N3CCCCC3)nc2C1	-1	3.5	-0.2	-3	4	-2	0.0	-1.4	0.0	1.0	5.6*
O=C1N=C(N2C=CC(=C3C=CNC=C3)C=C2)/C(=C/N=NC(=O)c2ccccc2O)S1	0	-2.0	-1.1	5	-143	-1	0.5	-27	1.6	3.3	0.2
C#CCOCCOCCOCCNc1nc(N2CCN(C(=O)Cn3cc(CCCCN)nn3)CC2)nc(N2CCN(C(=O)Cn3cc(CCCN=C(N)N)nn3)CC2)n1	-1	0.5	-1.4	-8	2	1	0.8	-1.4	-0.7	-0.5	-0.2
C=CCN(C(=O)c1csnn1)C(C(=O)NC1CCCCC1)c1ccc(C)cc1 (stereo not drawn)	0	0.4	-1.4	0	0	-3	-0.1	-1.2	-1.9	-0.3	0.3
Cc1c(N=C2N=C(NC(=O)c3cccs3)c3ccccc32)c(=O)n(-c2ccccc2)n1C	1	4.7	-1.7	18*	-6	-4	0.4	-0.4	-1.5	1.1	-0.1
CN1CCS/C1=C/C=C1/SC(=S)N(Cc2ccccc2)C1=O	0	3.5	-1.0	188*	-17	-32	0.7	-3.4	2.3	3.5	-0.3
COc1ccc(N2CCN(C(=O)CCCNC(=O)Cn3cnc4sc(C)c(C)c4c3=O)CC2)cc1	2	-0.9	-1.0	-7	1	2	0.0	-1.0	-0.8	0.8	-0.3
CC(C)(C)C(=O)Nc1c2c(nn1-c1cccc(Cl)c1)CS(=O)(=O)C2	2	-0.5	-1.1	-5	0	-2	0.1	2.4	-1.0	0.6	0.9
CCCCOCCCNC(=O)Cc1cccs1	1	1.4	-0.8	0	1	-3	0.1	-1.3	0.9	-0.1	-0.9
COc1ccc(NC(=O)COC(=O)c2cccc(S(=O)(=O)N3CCCCC3)c2)c(OC)c1	2	1.1	-1.3	-1	-5	3	0.9	-3.6	-0.4	-0.8	-0.6
O=C(CN1CCN(S(=O)(=O)c2ccccc2)CC1)Nc1ccc(Cl)c([N+](=O)[O-])c1	-2	-0.1	-1.9	5	5	-21	-3.4	-0.3	-0.7	-0.6	-0.4
N/C(=N\S(=O)(=O)c1cc(C(F)(F)F)cc(C(F)(F)F)c1)c1cccs1	1	2.1	-0.8	-3	1	-3	0.4	-2.4	-1.1	-2.2	4.1
CCCCn1c(N)c(N(CC(C)C)C(=O)C2CCN(S(=O)(=O)c3ccc(C)c(C)c3)CC2)c(=O)[nH]c1=O	2	1.2	-0.1	3	-8	-4	0.5	0.7	3.8	-1.0	0.1
O=C(COc1ccc(-c2nnco2)cc1)N1CCN(S(=O)(=O)c2ccccc2)CC1	-6	-0.7	-1.2	2	0	1	-0.4	0.8	-0.1	0.0	0.5
C[C@H](CO)N1C[C@H](C)[C@@H](CN(C)CC2CCCCC2)Oc2c(NS(=O)(=O)c3ccc(F)cc3)cccc2C1=O	1	-1.5	-1.5	-3	5	-1	0.0	0.0	-1.8	-0.8	2.0
COc1cc(CNCCO)cc(Br)c1OCc1cccs1	0	-1.9	-1.2	2	3	-5	0.1	-0.1	0.3	-1.9	0.7
COc1ccc(Cl)cc1N(CC(=O)N/N=C/c1ccc(OC(C)C)cc1)S(=O)(=O)c1ccc(C)c([N+](=O)[O-])c1	-1	0.3	-1.0	-5	1	-11	0.3	-2.5	2.1	-1.0	0.5
O=C(N/N=C/c1nn(-c2ccccc2)cc1-c1ccccc1)c1ccncc1	-1	2.8	-0.7	1	-9	-3	-0.3	0.0	-0.5	2.8	0.5
COc1ccc(OC)c(C2/C(=C(\O)c3ccc(OC)c(Cl)c3)C(=O)C(=O)N2CCN(C)C)c1 (stereo not drawn)	-2	-0.6	-1.2	-1	-5	3	0.2	0.5	-1.4	-0.5	1.1
CCNS(=O)(=O)c1ccc(Br)c(OC)c1	-4	2.0	-1.6	4	2	5	0.1	-1.1	-2.7	0.3	-0.5
COc1ccc(N2CCN(C(=O)Cn3cnc4sc(C)c(S(=O)(=O)N5CCOCC5)c4c3=O)CC2)cc1	-1	-2.3	-1.2	-2	-6	5	-0.2	-1.1	-2.2	-0.9	-1.5
CN1C(=O)C(=O)N(c2cccc(C(F)(F)F)c2)C1=O	-3	1.6	-0.3	1	-8	1	0.1	-1.4	0.4	0.0	3.2
Cc1cccc(C(=O)O/N=C/c2c(Cl)n(C)c3ccccc23)c1	0	0.7	-1.6	2	0	0	-0.1	-1.1	0.6	2.1	0.5
O=C(N/N=C\c1cccnc1)c1cc(-c2ccc(Cl)s2)[nH]n1	1	-0.2	-2.1	-10	0	0	1.0	-1.8	-1.7	-0.6	0.0
COc1ccc(-c2nnc(SCC(=O)N(C)C3CCS(=O)(=O)C3)n2N)cc1OC (stereo not drawn)	2	-0.9	-0.9	0	-5	8	-0.8	1.2	0.7	-1.7	1.3
O=C1C(=O)N(CCCn2ccnc2)C(c2ccc([N+](=O)[O-])cc2)/C1=C(\O)c1ccc2c(c1)OCCO2 (stereo not drawn)	-1	0.8	-1.6	0	-3	-2	0.1	0.1	-0.5	0.9	0.9
O=S(=O)(NCC(Nc1ccc(Cl)cc1)c1ccccc1)c1ccccc1 (stereo not drawn)	-5	5.9	-1.4	5	10	-18	-0.6	-1.3	-1.1	-1.4	-0.7
COC(=O)[C@]12C[C@H](CC(=O)N3CCSCC3)C(=O)N(Cc3ccc4c(c3)OCO4)C1=C[C@H](C(C)(C)C)O[C@@H]2C	-4	·	-0.6	9	4	1	-0.4	-0.5	0.4	-2.5	·
Cc1[nH]c2ccccc2c1/C=N/NC(=O)c1cccc(S(=O)(=O)Nc2ccccc2Cl)c1	-2	2.2	-0.4	-3	-91	-23	0.4	0.8	0.2	-2.1	0.0
CCOC(=O)N1CCC(N2CCN(c3cc(C)ccc3C)CC2)CC1	-2	-2.3	-1.8	-3	-10	-8	-0.3	-0.3	-2.4	-3.3	-1.3
Cn1c(=O)c2cc(S(=O)(=O)N3CCOCC3)ccc2n(C)c1=O	-1	-1.1	0.6	1	6	-2	-0.1	1.1	-0.6	-1.9	0.7
CC1(C)CC(=O)C2=C(C1)N(c1ccccc1C#N)C(N)=C(C#N)C2c1cccs1 (stereo not drawn)	0	-0.5	0.0	0	-27	0	-0.5	1.3	-0.7	0.3	0.0
CCCNc1nc(C)cc(-c2cc(C(=O)NCc3ccccc3)on2)n1	2	3.0	-0.8	-6	-29	-6	0.0	0.6	0.4	-1.9	-1.0
COCCNc1nc(NCCCN2CCCC2=O)c2sccc2n1	-1	0.0	-1.6	5	0	-2	1.2	0.8	-2.1	-1.9	·
CCOC(=O)c1cc2c(ccn2C)n1CC(=O)N(Cc1ccccc1)c1ccccc1	-1	1.0	-0.8	3	-21	-22	-0.5	-2.2	-2.0	-1.4	-0.4
Cc1cc(C)nc(NS(=O)(=O)c2ccc(NC(=O)c3ccc(S(=O)(=O)N4CC(C)OC(C)C4)cc3)cc2)n1 (stereo not drawn)	-3	2.8	-1.0	-5	1	-19	-0.2	0.3	1.2	-1.2	0.0
CCOc1ccccc1C(=O)NCC(=O)OCc1c(C)noc1C	0	-1.6	-1.5	0	0	8	-0.1	0.1	-2.9	2.7	-1.5

3 compounds from above, sorted by length of the SMILES, high to low:
SMILES	SMARCA2 act	FXN GAA850 act	ssDAF12 agonist	Rev-erbA mod	PLC-beta3 inh	HGIII-sPLA2 inh	DAX1 inh-1	PG9 binder	hcDAF-12 act	hgDAF12 agonist	DAX1 inh-2
O=C(N/N=C\c1cccnc1)c1cc(-c2ccc(Cl)s2)[nH]n1	1	-0.2	-2.1	-10	0	0	1.0	-1.8	-1.7	-0.6	0.0
CC1(C)CNC(=O)c2sc(N3CCCCC3)nc2C1	-1	3.5	-0.2	-3	4	-2	0.0	-1.4	0.0	1.0	5.6*
CCNS(=O)(=O)c1ccc(Br)c(OC)c1	-4	2.0	-1.6	4	2	5	0.1	-1.1	-2.7	0.3	-0.5
